From PubChem
14-3-3 PPI: modulators of human 14-3-3 gamma - Raf peptide interaction; AID 422; 160,000 compounds, 0.19% hits; FP, 14-3-3gamma / TMR-pS259-Raf peptide binding; inhibition, % at 40 µM; in the data active means inhibition above about 30%;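 further: 0% = protein plus tracer without compound and 100% = blank with tracer alone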
Target sequence (P61981 whole entry, looked up): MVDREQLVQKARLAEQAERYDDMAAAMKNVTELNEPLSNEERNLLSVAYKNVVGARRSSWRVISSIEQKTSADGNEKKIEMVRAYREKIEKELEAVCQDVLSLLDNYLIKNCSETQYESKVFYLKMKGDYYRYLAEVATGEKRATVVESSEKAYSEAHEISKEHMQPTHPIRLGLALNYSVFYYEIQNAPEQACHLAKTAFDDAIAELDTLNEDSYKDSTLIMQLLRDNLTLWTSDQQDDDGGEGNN
* marks the source's active call; other numbers are inactive results; & = joins results of further samples. This is a subset; the hit share may differ from the screen's.

SMILES	14-3-3 PPI
O=C(O)CCC(NC(=O)c1ccccc1C(=O)O)C(=O)O (stereo unspecified)	-0.3
Cc1ccc(-c2nnc3n2N=C(c2cccc(C(F)(F)F)c2)CS3)cc1	-9.6
CCN(C(=O)c1cc2c(=O)n3cccc(C)c3nc2s1)c1ccccc1	-4.9
CC1CCCC(NC(=O)c2ccc3c(=O)n(Cc4ccccc4)c(=S)[nH]c3c2)C1C (stereo unspecified)	-3.1
O=C(NCCN1CCOCC1)c1cc2ccccc2o1	-4.9
O=C(NCc1ccccc1)c1cccnc1N1CCOCC1	-2.9
COc1ccc([N+](=O)[O-])cc1C=Nc1ccc(-c2ccccc2)cc1	-10.4
CCOC(=O)Cc1c(C)nc2c(-c3ccc(Cl)cc3)cnn2c1C	8.3
O=C(O)c1ccc(S(=O)(=O)c2ccc(Cl)cc2)cc1	7.1
COc1ccc2c(c1)c(=O)oc1cc3occ(-c4ccc(F)cc4)c3cc12	-52.1
Cc1cc(OCC(=O)NCCCN2CCOCC2)cc(C)c1Cl	-15.8
Cc1cc(C)n(C(=O)c2cc(-c3ccc(C)o3)nc3ccccc23)n1	-12.9
CC(C)Oc1cccc(C(=O)Nc2ccc(-c3nc4ncccc4o3)cc2)c1	-12.1
Cc1cc(N2CCC(C)CC2)nc2ccc(NC(=O)c3ccc(Cl)nc3)cc12	-8.5
Cc1ccc(CNc2nc(=S)[nH]c3ccccc23)cc1	-3.7
COC(=O)C(NC(=O)NC(C)C)C12CC3CC(CC(C3)C1)C2 (stereo unspecified)	-1.5
COc1ccc(NC(=O)N2CCCC2C(=O)Nc2ccc(C)c(Cl)c2)cc1 (stereo unspecified)	3.6
Cc1[nH]c2ccccc2c1SCCNC(=O)c1ccccc1C(F)(F)F	1.9
CN1C(=O)C2(c3cc(Br)ccc31)N1CC3(C)CN2CC(C)(C1)C3=O (stereo unspecified)	-0.8
CCOc1ccc(-n2nc3ccc(NC(=O)COc4ccc(Cl)c(C)c4)cc3n2)cc1	-13.9
Cc1cc(C)nc(N2CCC(C(=O)Nc3ccc4c(c3)CCC4)CC2)n1	-6.2
COCc1oc2ccc(NS(=O)(=O)c3ccc(Cl)c([N+](=O)[O-])c3)cc2c1C(=O)OC	-2.8
CCN1CCN(c2nc(-c3ccc(Cl)cc3)nc3ccccc23)CC1	1.7
O=C(NCCc1ccccc1)c1ccccc1NS(=O)(=O)N1CCCC1	1.1
O=[N+]([O-])c1cccc(-c2nc3sc(-c4cccc([N+](=O)[O-])c4)nc3s2)c1	3.6
CCCCC1CCC(c2noc(-c3ccc(F)cc3)n2)CC1 (stereo unspecified)	4.5
CCOC(=O)c1cc(CC)sc1N	7.2
O=[N+]([O-])c1cc(NC2OCC(O)C(O)C2O)ccc1Cl (stereo unspecified)	2.8
COc1cc(Br)c(C2CC(=O)NC(C)=C2C(=O)OCCc2ccccc2)cc1OC (stereo unspecified)	1.0
Cc1ccc2c(c1)NC(=O)C(CC(=O)N(C)Cc1ccccc1)O2 (stereo unspecified)	1.7
c1ccc(OCCN2C3=NCCN3c3ccccc32)cc1	1.3
Cc1ccc(NC(=O)c2cc3ccccc3c(=O)o2)cc1C	-3.1
CC1CCN(CCCCOc2cccc(C(C)C)c2)CC1	-3.0
OCC1OC(Nc2cccc(O)c2)C(O)C(O)C1O (stereo unspecified)	12.4
Cc1ccc(S(=O)(=O)N2CCN(C(=O)c3ccc(OCc4c(C)noc4C)cc3)CC2)cc1	1.6
O=C(Nc1ccc(S(=O)(=O)N2CCOCC2)cc1)C(F)(F)F	2.3
Cc1cc(OCC(=O)Nc2c(C(C)C)cccc2C(C)C)ccc1Cl	-4.5
CCn1cc(C(=O)NC2CCCCC2)c(=O)c2cc(S(=O)(=O)N3CCCCCC3)ccc21	5.8
CCOC(=O)c1ccc(NC(=O)N2CCN(c3ccccn3)CC2)cc1	-3.6
CCC(=O)N1CCN(c2ccccc2NC(=O)c2cccc(C)c2)CC1	-2.1
COc1ccc(C2Oc3c(OC)cccc3C3CC(c4ccco4)=NN32)cc1 (stereo unspecified)	-36.7
COC(=O)c1ccccc1Oc1c(F)c(F)nc(N2CCOCC2)c1F	-5.7
CCOC(=O)C1CCN(C(=O)CN(c2ccc(Cl)c(C(F)(F)F)c2)S(C)(=O)=O)CC1	-4.7
CC(=O)c1cccc(NC(=O)N2CCCc3ccccc32)c1	-9.8
O=C(NCC(c1cccnc1)N1CCN(c2ccc(F)cc2)CC1)c1cccc(Cl)c1 (stereo unspecified)	-7.3
COc1cc(C2Nc3ccc4ccccc4c3C3=C2C(=O)CC(C)(C)C3)cc(Br)c1OC(C)=O (stereo unspecified)	-5.4
COc1nc(-c2ccccc2Cl)nc2ccccc12	0.9
COCCn1c(=O)[nH]c2cc(C(=O)NCc3ccccc3)ccc2c1=O	-3.6
CC(=O)c1c(C)oc2ccc(N(C(=O)c3ccccc3)S(=O)(=O)c3cc(C)c(C)cc3C)cc12	-14.5
CCN(CC)C(=O)CSc1nc(C)cc(-c2cccs2)c1C#N	1.7
Other compounds follow.
SMILES	14-3-3 PPI
COc1ccc(CNC(=O)C(C#N)c2nc3ccccc3nc2N2CCN(C)CC2)cc1 (stereo unspecified)	2.1
CC(=O)c1ncnn1CC(=O)c1ccc(Cl)cc1Cl	-5.9
CCC(=O)Nc1nc2ccccc2n1CCN1CCOCC1	-4.7
Cc1nc(N2CCCCC2C)c2c(C)c(C(=O)Nc3ccccc3C(F)(F)F)sc2n1 (stereo unspecified)	2.5
O=C(COc1ccccc1)N1CCNC1=O	-5.2
O=C1NC2(Nc3ccccc31)C(=O)Nc1ccccc12 (stereo unspecified)	-7.1
COc1cccc(C(=O)N(CN2CCCC2=O)c2ccccc2OC)c1	-0.9
FC(F)(F)c1ccc2nnc(-c3ccc4c(c3)OCO4)n2c1	-6.2
CCCC(CCC)C(=O)Nc1ccncc1	-1.1
O=C(CSc1nc2[nH]ncc2c(=O)n1-c1ccc(Cl)cc1)c1ccc(Cl)cc1	-17.8
CCOC(=O)c1c(NC(=O)CSc2nc3ccccc3[nH]2)sc2c1CCN(C)C2	-144.0
CC(=O)NCCSC(=O)c1ccc(F)cc1	-3.4
Cc1ccc(C)c(S(=O)(=O)N2CC(=O)N(CCc3ccccc3)C(=O)C2)c1	0.1
O=[N+]([O-])c1cc(Oc2ccccc2)cc(Oc2cccnc2)c1	-15.1
CCCCCC(=O)Nc1ccc(N2CCN(CC)CC2)c(Cl)c1	4.1
CCc1ccc(OCC2c3cc(OC)c(OC)cc3CCN2C(=O)c2ccccc2F)cc1 (stereo unspecified)	-1.2
O=C(NCCc1ccccc1)C1CC(=O)N(C2CCCCC2)C1 (stereo unspecified)	-0.9
O=C(c1cccc(-n2cnnn2)c1)N1CCOCC1	-5.7
CC(C)c1ccc(S(=O)(=O)N2CCN(S(=O)(=O)c3ccc(C(C)C)cc3)C(C)C2)cc1 (stereo unspecified)	-0.1
CC(C)C(=O)Nc1cccc(-c2nc3ccccc3o2)c1	-21.6

3 entries out of the list above, sorted by the value under 14-3-3 PPI, low to high:
SMILES	14-3-3 PPI
COc1cccc(C(=O)N(CN2CCCC2=O)c2ccccc2OC)c1	-0.9
O=C(O)CCC(NC(=O)c1ccccc1C(=O)O)C(=O)O (stereo unspecified)	-0.3
CCN1CCN(c2nc(-c3ccc(Cl)cc3)nc3ccccc23)CC1	1.7

Molecules from the list above with a CF3 group (six):
SMILES	14-3-3 PPI
Cc1ccc(-c2nnc3n2N=C(c2cccc(C(F)(F)F)c2)CS3)cc1	-9.6
Cc1[nH]c2ccccc2c1SCCNC(=O)c1ccccc1C(F)(F)F	1.9
O=C(Nc1ccc(S(=O)(=O)N2CCOCC2)cc1)C(F)(F)F	2.3
CCOC(=O)C1CCN(C(=O)CN(c2ccc(Cl)c(C(F)(F)F)c2)S(C)(=O)=O)CC1	-4.7
Cc1nc(N2CCCCC2C)c2c(C)c(C(=O)Nc3ccccc3C(F)(F)F)sc2n1 (stereo unspecified)	2.5
FC(F)(F)c1ccc2nnc(-c3ccc4c(c3)OCO4)n2c1	-6.2

Next part.
SMILES	14-3-3 PPI
CC1CCC(C)N(C(=O)c2cc3n(n2)C(C(F)(F)F)CC(c2ccccc2)N3)C1 (stereo unspecified)	1.2
CCC12CN3CC(CC)(CN(C1)C3c1ccc(O)cc1)C2=O (stereo unspecified)	-5.3
N#Cc1c(N=Cc2ccccc2O)oc(-c2ccco2)c1-c1ccco1	-75.5
Cc1cc(N2CCC(C(=O)NC3CC3)CC2)nc(-c2ccccc2)n1	4.1
Fc1cnc(N2CCN(c3ccccc3)CC2)nc1N1CCN(c2ccccc2)CC1	-8.4
COc1cccc(C2C(=O)N(C3CCCCC3)CC(=O)N2C2CCCc3ccccc32)c1 (stereo unspecified)	-11.5
O=C(Nc1ccc(F)cc1F)c1noc2c1CCC2	-11.1
CC(C)(C)c1ccc(C(=O)Oc2cc(N)n(S(=O)(=O)c3ccc(F)cc3)n2)cc1	-8.9
CCCS(=O)(=O)N1CCC(C(=O)NCCc2ccc(OC)c(OC)c2)CC1	-7.5
Clc1ccc(-c2nnc(-c3cccc(Br)c3)o2)cc1	2.6
O=C(NC1CCCC1)c1ccc2nc3ccc(Cl)cc3c(=O)n2c1	3.9
CCOC(=O)C1CCN(C(=O)CCc2ccccc2)CC1	-6.3&-4.2
CC1CCCN(c2ccc(N3C(=O)CCCC3=O)cc2[N+](=O)[O-])C1 (stereo unspecified)	6.1
Cc1ccccc1-n1nc2c(c1NC(=O)c1ccc(Cl)c([N+](=O)[O-])c1)CS(=O)(=O)C2	-0.7
O=C(CCS(=O)(=O)c1cccc2nonc12)Nc1ccc(F)cc1	-2.2
CCOC(=O)c1sc2ccc(S(=O)(=O)N3CCCCC3)cc2c1N	-4.0&-13.2
COc1cccc(-n2nnnc2SCC(=O)NCc2ccco2)c1	-4.3
O=C1C2C(C(=O)N1c1ccccc1F)C1C=CC2C12CC2 (stereo unspecified)	0.0
COc1cccc(N2C(=O)C3CCCN3C2c2ccc(F)cc2)c1 (stereo unspecified)	-17.3
O=C1c2cccnc2C(=O)N1c1ccc(-c2ccc([N+](=O)[O-])cc2)cc1	-2.6
O=C(CSc1nnc(-c2c[nH]c3ccccc23)n1-c1ccc(F)cc1)N1CCOCC1	0.4
CCCCNc1cc(NC(C)=O)cc2cc(OC)c(OC)cc12	-54.8
COC(=O)c1cc(Oc2ccc(C(=O)OC)cc2N)cc(C(=O)OC)c1	-3.1
CCc1nc(C)cn1S(=O)(=O)c1cc(Br)ccc1OC	-11.9
CCOC(=O)c1c(N2C(=O)CC(Sc3ccccc3C(=O)O)C2=O)sc(C)c1C (stereo unspecified)	-10.0
Cn1c2c(c(=O)n(C)c1=O)C(C(F)(F)F)(C(F)(F)F)N=C(c1ccco1)N2	-5.5
CCOC(=O)C1CCCN(c2ncnc3c2cnn3-c2ccc(Cl)cc2)C1 (stereo unspecified)	-10.0
CN(C)c1cccc2c(S(=O)(=O)N3CCCCC3)cccc12	-1.4
Cc1[nH]c2ccccc2c1SCCNC(=O)c1ccc(S(=O)(=O)N2CCOCC2)cc1	3.3
Cc1[nH]c2ccccc2c1SCCNC(=O)c1ccccc1F	4.7
COC(=O)c1ccccc1N1C(=O)C2C3c4ccccc4C(C)(c4ccccc43)C2C1=O (stereo unspecified)	-12.3
COc1ccc(CNC(=O)C2CC=CCC2C(=O)O)cc1OC (stereo unspecified)	6.0
CCOC(=O)CNC(=O)CSc1nnnn1-c1cc(C)ccc1C	-2.1
CCOC(=O)N1CCC(NC(=O)c2cccnc2SC)CC1	1.8
COC(=O)C1=C(C)NC2=C(C(=O)CC(c3ccc(OC)c(OC)c3)C2)C1c1ccccc1F (stereo unspecified)	-3.0
CC(=O)N1c2ccc(S(=O)(=O)NCCc3ccccc3)cc2CC1C (stereo unspecified)	-5.8
c1ccc(-c2csc3ncn4cnnc4c23)cc1	-0.5&9.2
O=C(CCSCc1ccccc1Cl)N1CCN(c2ccc(F)cc2)CC1	0.3
O=C(Nc1ccccc1[N+](=O)[O-])C12CC3CC(CC(C3)C1)C2	-2.0
c1ccc(-c2noc(-c3cccnc3)n2)nc1	-3.6
Cc1nc(CNS(=O)(=O)c2ccc3c(c2)CCCC3)cs1	1.6
O=C(Nc1ccc(Cl)cc1)C1C2C=CC3(O2)C1C(=O)N(CCN1CCCCCC1)C3C(=O)NC1CCCCC1 (stereo unspecified)	-21.4
O=S(=O)(c1cccs1)n1nnc2ccccc21	-1.5
CC(C)(C)OC(=O)N1CCC[C@H]1C(=O)NCC1CCC(C(=O)O)CC1 (stereo partly specified)	0.8
CCCNc1c(NC(C)=O)c(=O)oc2ccccc12	-1.1
CCOc1ccc(C2C(N3C(=O)c4cccc([N+](=O)[O-])c4C3=O)C(=O)N2c2cccc(Cl)c2C)cc1 (stereo unspecified)	0.3
CCCOc1ccc(C(=O)Nc2ccc(-c3nc4ccccc4o3)cc2)cc1	-45.7
CCC(=O)N1CCN=C1SCc1ccccc1Cl	-3.7
COc1ccc(OC)c2c(N)c(C#N)c(C(F)(F)C(F)(F)F)nc12	-1.4
CCC(=O)Oc1oc(-c2ccccc2)nc1C=Nc1ccccc1OC	-1.3
Later entries
SMILES	14-3-3 PPI
COc1ccc(CCNc2nc(-c3ccc(Cl)cc3)cc(C(F)(F)F)n2)cc1OC	-3.4
Cc1ccc(C2CC(C(F)(F)F)n3nc(C(N)=O)cc3N2)cc1 (stereo unspecified)	-3.2
CCCNC(=O)Cn1cnc2sc(C(=O)Nc3ccc4c(c3)OCCO4)c(C)c2c1=O	1.4
Cc1ccc(C2C(C(=O)O)c3ccccc3C(=O)N2C)o1 (stereo unspecified)	0.1
COc1ccc(C2=NOC(C(=O)Nc3ccc(C(C)=O)cc3)C2)cc1OC (stereo unspecified)	1.4
Fc1ccc(CN2CCSCC2)cc1Br	-5.4
COCCNC(=O)c1ccc2c(=O)n(C3CCCC3)c(=S)[nH]c2c1	-1.1
COc1cccc(C2C(C(=O)c3cccs3)=C(O)C(=O)N2CCN(C)C)c1OC (stereo unspecified)	-4.9
Nc1nnc(COc2ccc(Br)cc2Br)s1	-3.2
O=S(=O)(c1ccc2c(c1)OCCO2)N1CCN(c2cccc(C(F)(F)F)c2)CC1	-6.2
